# SENP7 block = SENP7 protease inhibition; recombinant SENP7, Z-RLRGG-aminoluciferin luminescence, 40 min; AID 434973; inhibition, % at 5 µM; hit rate 1.5% among 330,000;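 active means inhibition above about 50% at the single test dose, limit read from the data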;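 further: plate controls were DMSO with enzyme for no effect and no enzyme buffer wells for full effect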
# Target sequence (Q9BQF6 706-1050 limits assumed): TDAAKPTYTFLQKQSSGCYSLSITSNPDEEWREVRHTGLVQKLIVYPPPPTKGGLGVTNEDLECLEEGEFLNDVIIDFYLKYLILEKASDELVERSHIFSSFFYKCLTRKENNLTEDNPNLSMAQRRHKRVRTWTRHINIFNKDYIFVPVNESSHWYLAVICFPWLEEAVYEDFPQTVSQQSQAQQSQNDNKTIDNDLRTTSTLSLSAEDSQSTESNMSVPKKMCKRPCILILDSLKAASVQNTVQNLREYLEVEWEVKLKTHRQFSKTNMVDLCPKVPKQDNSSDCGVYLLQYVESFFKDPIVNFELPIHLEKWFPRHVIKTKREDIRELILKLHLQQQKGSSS
# HKDC1 inh = inhibitors of human hexokinase HKDC1; Q2TB90; recombinant HKDC1, G6PDH/diaphorase resazurin coupled fluorescence; inhibition, % at 20 µM; hit rate 0.16% among 340,000; AID 493160;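 active means inhibition above about 35% when tested at 20 µM, limit read from the data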;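 further: plate controls were DMSO wells with enzyme for no effect and DMSO wells lacking enzyme for full effect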
#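 System: Recombinant HKDC1 hexokinase | Amount: HKDC1 at 5 µg/mL | Reagent: Glucose with 1 mM ATP | Doses: Single 20 µM dose | Incubation: Reaction time 90 min, room temperature, protected from light | Signal: Coupled resazurin fluorescence, excitation 525 nm, emission 613 nm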
# 697 NFkB inh = inhibitors of the PMA/ionomycin-induced NF-kB reporter in 697 B cells. 697 B-cell NF-kB luciferase reporter, 16 h. inhibition, % at 4 µM. hit rate 0.33% among 330,000; in the data active means inhibition above about 35%
# UBC13 inh = blocks human UBC13 polyubiquitin chain formation; P61088; TR-FRET; inhibition, % at 20 µM; hit rate 0.47% among 330,000; in the data active means inhibition above about 45%, passing the limit was not always enough
# Target sequence (P61088 whole entry, looked up): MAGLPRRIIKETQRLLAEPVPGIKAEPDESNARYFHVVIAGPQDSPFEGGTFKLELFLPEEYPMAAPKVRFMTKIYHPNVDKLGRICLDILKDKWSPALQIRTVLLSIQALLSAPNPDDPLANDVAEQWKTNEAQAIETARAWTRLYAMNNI
# Apaf-1 inh = human Apaf-1 inhibition. O14727. reconstituted apoptosome caspase-3 activity, DEVD-Rh110 fluorescence. inhibition, % at 20 µM. hit rate 0.71% among 330,000. AID 489030; active means inhibition of at least 40% at 20 µM;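 further: plate controls were DMSO wells for no effect and DEVD-CHO caspase inhibitor wells for full effect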
#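 System: reconstituted apoptosome with Apaf-1, cytochrome c, caspase-9, procaspase-3, dATP; Signal: Rh110 fluorescence intensity; Schedule: 30 min compound preincubation, 50 min activation, room temperature; Reagent: cytochrome c trigger plus (Z-DEVD)2-Rh110 caspase-3 substrate.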
# SENP8 block = blocks the human protease SENP8. Q96LD8. purified SENP8, Z-RLRGG-aminoluciferin cleavage, luminescence. inhibition, % at 10 µM. hit rate 1.2% among 330,000
# Target sequence (Q96LD8 whole entry, looked up): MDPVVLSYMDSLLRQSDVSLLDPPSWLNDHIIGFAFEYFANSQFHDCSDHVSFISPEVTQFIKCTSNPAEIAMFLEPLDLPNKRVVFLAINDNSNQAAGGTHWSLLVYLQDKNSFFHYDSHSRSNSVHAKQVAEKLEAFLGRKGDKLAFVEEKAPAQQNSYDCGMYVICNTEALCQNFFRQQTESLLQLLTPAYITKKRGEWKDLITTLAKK
# Gli-Sufu antag = blocks Gli-Sufu signaling in a luciferase reporter; Sufu-KO-LIGHT fibroblasts, Gli luciferase reporter luminescence; inhibition, % at 5 µM; hit rate 0.74% among 340,000; AID 588413;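 active means inhibition above about 55%, limit read from the data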;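 further: 0% = DMSO-treated cells and 100% = wells with medium but no cells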
# Jurkat NFkB inh = inhibitors of the PMA/ionomycin-induced NF-kB reporter in Jurkat cells; PMA/ionomycin-induced NF-kB luciferase reporter, luminescence; inhibition, % at 4 µM; hit rate 0.53% among 330,000
# Active calls of the source: *; x = not tested or not shown. Unless noted, no stated cut-off is given here; in the data, active means inhibition above about 50%; inactive means the rest. Not a hit list. About 3.6% of those tested had a hit in this group.
SMILES,SENP7 block,HKDC1 inh,697 NFkB inh,UBC13 inh,Apaf-1 inh,SENP8 block,Gli-Sufu antag,Jurkat NFkB inh
COc1ccc(NC(=O)N2CCN(S(C)(=O)=O)CC2)cc1,-5,-13,10,-3,13,0,1,-8
CCOC(=O)N1CCN(C(=O)CCc2ccc(S(=O)(=O)NCC(C)C)cc2)CC1,2,1,6,2,-5,-3,-6,-2
NNC(=O)C(Cc1ccccc1)NC(=O)OCc1ccccc1 (centres undefined),-3,-10,-3,2,7,-7,6,-4
Cc1cc(C(=O)Nc2cc(Br)ccc2O)on1,9,-3,-21,2,3,-3,-4,4
Cc1[nH]n(-c2ccc(F)cc2)c(=O)c1C=Nc1ccc(S(=O)(=O)N(C)C)cc1,2,5,9,0,-4,-8,21,8
C#CCOC(=O)c1ccccc1C(=O)n1nnc2ccccc21,2,-5,10,-1,-24,0,5,-7
Cc1ccc(OCC(=O)NCCCNC(=O)c2cccnc2)cc1C,-11,-5,-6,-2,-1,-8,-2,8
CCCn1c(NC(=O)CSCC(=O)Nc2cc(C)on2)nc2ccccc21,7,-4,-3,-10,5,-15,-9,-7
COc1ccc(CC(=O)N(C)CC(=O)Nc2cccc(F)c2)cc1S(=O)(=O)N1CCOCC1,0,-5,13,2,14,11,13,5
Cc1[nH]c(=O)c(C#N)c2c1CCCC2,-1,-8,3,-1,12,-1,-1,4
CC(C)CNC(=O)NC(=O)COC(=O)c1ccccc1Sc1ccc(C(F)(F)F)cc1[N+](=O)[O-],4,4,-14,4,22,-4,1,-20
COc1ccc2c(C)cc(N3CCOCC3)nc2c1,14,-1,-24,8,-1,2,-16,-34
COc1ccc(Cc2nnc(SCC(=O)N3CCc4ccccc4C3)o2)cc1,-10,6,5,-2,26,0,-13,-9
CC(=O)N1CCC(N(C(=O)Nc2ccc(F)cc2)C2CCCC2)CC1,-5,-6,5,8,2,5,-6,-3
O=C(/C=C/c1cccs1)Nc1ccncc1,19,-4,-38,-12,3,10,-14,-4

# Laid out differently: 3 of the compounds above
molecule	SENP7 block	HKDC1 inh	697 NFkB inh	UBC13 inh	Apaf-1 inh	SENP8 block	Gli-Sufu antag	Jurkat NFkB inh
CCCn1c(NC(=O)CSCC(=O)Nc2cc(C)on2)nc2ccccc21	7	-4	-3	-10	5	-15	-9	-7
COc1ccc(CC(=O)N(C)CC(=O)Nc2cccc(F)c2)cc1S(=O)(=O)N1CCOCC1	0	-5	13	2	14	11	13	5
Cc1[nH]c(=O)c(C#N)c2c1CCCC2	-1	-8	3	-1	12	-1	-1	4

# More entries.
SMILES,SENP7 block,HKDC1 inh,697 NFkB inh,UBC13 inh,Apaf-1 inh,SENP8 block,Gli-Sufu antag,Jurkat NFkB inh
CC1(C)C(=O)Nc2ccccc2N1C(=O)CN1C(=O)C(=O)N(C2CCCC2)C1=O,7,-4,0,-11,-1,5,17,5
Cc1cc(-c2nnc(CCC(=O)N(C)C(C)c3cccs3)o2)no1 (centres undefined),1,-7,7,0,-7,-2,3,-6
Cc1cc(NC(=O)c2ccc(Cn3nc(C)c(Br)c3C)o2)no1,-6,-9,4,10,-17,-2,x,26
N#C/C(=C\c1ccc(O)c(O)c1)C(=O)NCCc1ccccc1,-1,-6,-59,-7,-4,-15,13,18
CC1=CC(=O)C(C(C)C)=C/C1=N/OS(=O)(=O)c1ccccc1,6,16,-82,-4,-14,-11,-6,81*
CCOc1ccc(S(=O)(=O)Nc2ccc(OC)nc2)cc1,0,0,-26,-4,8,-3,31,-4
Nc1ccccc1C#Cc1ccc2[nH]ccc2c1,0,-2,-67,6,-8,13,-82,-104
CCOc1ccc(N/C=C/C(=O)c2ccc(C)cc2)c([N+](=O)[O-])c1,-7,-9,-115,-38,-13,-7,-79,-117
NS(=O)(=O)c1ccc(CCNC(=O)CN2CCC(Cc3ccccc3)CC2)cc1,-2,-2,-12,-12,-1,-14,25,18
NNC(=O)C1CC(O)CN1S(=O)(=O)c1ccc2ccccc2c1 (centres undefined),3,-5,12,-5,-4,-3,-2,-4
CCNc1nc(OC)nc(N(OC)S(=O)(=O)c2ccc(C)cc2)n1,-4,-4,-22,-4,6,-10,53,-8
CSc1nsc(SCC(=O)Nc2cccc(C(C)=O)c2)n1,0,-6,21,11,2,3,0,-14
O=C(NNC(=O)C1CCCC1)c1cc([N+](=O)[O-])cc([N+](=O)[O-])c1,5,-6,8,9,-9,-8,3,8
COc1ccc(NC(=O)CC(C)CC(=O)NCc2ccc(F)cc2)c(OC)c1 (centres undefined),-4,-3,1,-4,-2,6,-5,4
COc1ccc(NC(=O)C2=CCN(S(=O)(=O)c3ccccc3)CC2)cc1OC,-2,-4,13,9,-19,-4,15,6
CC(C)Oc1ccc(C(CC(=O)O)NC(=O)C2CCCCC2)cc1 (centres undefined),-6,4,12,-1,2,1,-4,9
CCn1nnnc1SCC(=O)c1ccc2c(c1)OCCO2,-7,-8,-7,-5,1,-12,8,-16
COc1ccc(NC(=O)CC2SC(=Nc3ccccc3)NC2=O)cc1 (centres undefined),-1,-2,22,4,4,10,0,-11
COc1ccc(OC)c(NC(=O)CSc2nc(-c3ccccc3)cc(=O)[nH]2)c1,-13,-5,7,-10,11,-14,2,-7
C=CCn1c(Cn2nnc3ccccc32)nnc1SCC(=O)N/N=C/c1cc(Br)cc(OC)c1O,-4,9,12,0,-2,3,6,9
O=C(CC1C(=O)NCCN1Cc1ccc(-c2ccccc2)cc1)NCCCn1ccnc1 (centres undefined),-5,-6,-14,-13,-8,-6,8,-10
CN(C)S(=O)(=O)c1cccc(NC(=O)c2ccncc2)c1,14,-6,-6,2,3,9,7,4
O=C(Nc1ccnn1C1CCN(C(=O)c2cccc(Cl)c2)CC1)C1CCOC1 (centres undefined),-3,-2,5,5,-3,1,-8,-11
COc1ccc2c(c1)CCCC21NC(=O)N(CC(N)=O)C1=O (centres undefined),8,-4,-4,0,2,-4,0,-19
CCn1c(C)nc2cc(C(=O)N/N=C/c3ccc(OC)cc3)ccc21,-1,-8,6,-10,1,-3,6,10
COc1ccc(C)cc1NC(=O)CN1CCN(c2ccccn2)CC1,2,-6,-4,6,1,6,30,9
O=C(N/N=C/c1ccccn1)c1cc(-c2ccncc2)nc2ccccc12,3,2,-25,-12,-6,-1,6,22
CC1CC(=O)N(CC(=O)Nc2ccccc2F)c2ccccc2S1(=O)=O (centres undefined),-1,-2,-17,-3,-1,-2,-8,5
CCN(C[C@H]1N[C@@](Cc2ccccc2)(C(=O)OC)[C@H]2C(=O)N(Cc3ccccc3)C(=O)[C@@H]12)S(=O)(=O)c1ccc(OC(F)(F)F)cc1,1,-2,-9,-11,12,-4,3,-8
Cc1ccc2nc(NC(=O)c3ccc(Cl)s3)sc2c1,29,-3,-215,21,5,5,-108,-162
O=C(CCn1cnnn1)Nc1ccc(F)cc1,-5,-11,8,-19,-10,-5,-17,-18
O=C(Nc1cc(C(=O)N2CCOCC2)cc(C(=O)N2CCOCC2)c1)c1cc(F)c(F)cc1Cl,-9,5,-5,-6,-8,-8,1,1
CN(c1ccccc1)S(=O)(=O)c1ccc(NC(=O)C2CC2)cc1,-3,-3,-7,-1,-1,4,4,0
CCc1ccccc1NC(=O)Cn1nnc(-c2cccs2)n1,-10,-1,3,1,-3,-7,0,-6
CC(C)C(=O)Nc1cccc(C(=O)N2CCCCC2C)c1 (centres undefined),1,4,-25,5,-7,-3,12,2
O=C(COC(=O)CC1CCCC1)Nc1ccc(Br)cc1F,-1,-3,11,8,5,-1,0,7
COCCn1c(C)cc(/C=C2/NC(=O)N(c3cccc(Cl)c3)C2=O)c1C,4,-5,-17,-7,5,-9,20,-26
C(=N\N=C\c1cccs1)/c1cccs1,52*,4,-90,-4,14,40,-76,-113
CCC1CCC(N2CCN(c3ccccc3F)CC2)CC1 (centres undefined),-17,-5,-12,-1,-5,-14,15,-1
COCCNC(=O)NC(=O)COC(=O)C12CC3CC(CC(NC(C)=O)(C3)C1)C2,13,-2,3,-1,6,-3,-6,7
CCOC(=O)C1=C(COC(=O)CNC(=O)c2cc(OC)c(OC)c(OC)c2)NC(=O)NC1C (centres undefined),3,2,11,6,-3,10,-1,9
O=C(CCCN1C(=O)/C(=C\c2cccs2)SC1=S)Nc1cccc(C(=O)O)c1,6,23,8,-8,6,7,3,11
CCOc1ccc(-c2noc(COC)n2)cc1OC,-2,3,-16,5,-2,-5,1,-16
O=S(=O)(c1ccc2c(c1)OCCO2)N1CCN(c2cccc(Cl)c2)CC1,1,-2,-10,-2,12,-9,4,-14
CC12CC3CC(C)(C1)CC(C(=O)NC1=NCCS1)(C3)C2,-6,3,-2,21,11,3,-4,5
CCCOc1ccc(Br)cc1/C=N/NC(=O)c1cc(OC)c(OC)c(OC)c1,5,3,19,-10,-1,5,1,-3
COc1cc(S(=O)(=O)N(Cc2ccc(C)cc2)Cc2ccco2)ccc1-n1cnnn1,4,10,5,10,-4,-2,1,16
CCCc1cc(C(=O)N2CCN(S(=O)(=O)c3ccc(OC)c(OC)c3)CC2)cs1,3,-4,10,15,2,3,3,13
CC(C(=O)N1CCN(Cc2ccc3c(c2)OCO3)CC1)c1ccc([N+](=O)[O-])cc1 (centres undefined),7,-7,-7,0,6,7,19,14
COCCCN1C(=O)C(=O)/C(=C(/O)c2ccccc2)C1c1ccc2c(c1)OCO2 (centres undefined),2,-7,23,-3,-17,-4,-1,5
Fc1ccc(-c2csc3ncnc(N4CCc5ccccc5C4)c23)cc1,17,-11,4,2,17,13,16,13
Cc1ccc(C)c(N2CCN(C(=O)c3cc(S(=O)(=O)N4CCOCC4)ccc3F)CC2)c1,0,-8,-11,-8,12,-9,14,-2
CN(C(=O)CSc1nnc(Cc2cccc3ccccc23)n1N)C1CCS(=O)(=O)C1 (centres undefined),8,-7,11,-2,9,-3,2,-13
Cc1ccccc1-n1c(SCC(=O)N/N=C/c2ccccc2OCC(=O)O)nc2ccccc2c1=O,-9,-3,15,4,-2,2,-4,-3
CCCCCC(=O)Nc1nc(C)c(-c2csc(Nc3ccccc3OC)n2)s1,4,-3,-6,-19,0,10,-2,11
COc1ccc(CNCCc2ccc([N+](=O)[O-])cc2)c(OC)c1OC,9,2,14,0,4,-16,46,13
CC(=O)Oc1ccc(C(=O)Nc2cc(C)on2)cc1,1,-4,-40,-4,-1,-21,-33,-9
Cn1c(SCc2c(F)cccc2Cl)nnc1-c1cccs1,11,-4,-49,-7,-7,-2,-88,-53
COc1ccc(Cl)cc1C(=O)NN=C1CCCC1,0,-2,-6,-2,-10,1,4,0
O=C(O)c1ccc(Cn2cc(C(F)(F)F)ccc2=O)cc1,-2,-4,-11,-28,0,-5,-1,12

# More structures follow.
SMILES,SENP7 block,HKDC1 inh,697 NFkB inh,UBC13 inh,Apaf-1 inh,SENP8 block,Gli-Sufu antag,Jurkat NFkB inh
Cc1ccc(C(=O)N2CCN(c3ccccc3)CC2)cc1S(=O)(=O)N1CCCC1,-6,-9,-18,2,22,-12,-4,-3
CC(CN1C(C)CCCC1C)OC(=O)c1cccc(F)c1 (centres undefined),5,-2,6,6,1,4,-15,-1
CN(C)S(=O)(=O)c1ccc(NC(=O)CN2C(=O)NC(Cc3ccccc3)C2=O)cc1 (centres undefined),-4,-7,19,-7,3,-12,1,-4
CC(C)CCN1CCN(Cc2nc(-c3ccc(F)cc3)cs2)CC1CCO (centres undefined),7,-5,11,12,-14,1,12,1

# Record cards, as listed above:
# Record of CC(CN1C(C)CCCC1C)OC(=O)c1cccc(F)c1 (centres undefined) : SENP7 block = 5; HKDC1 inh = -2; 697 NFkB inh = 6; UBC13 inh = 6; Apaf-1 inh = 1; SENP8 block = 4; Gli-Sufu antag = -15; Jurkat NFkB inh = -1
# Record of CN(C)S(=O)(=O)c1ccc(NC(=O)CN2C(=O)NC(Cc3ccccc3)C2=O)cc1 (centres undefined) : SENP7 block = -4; HKDC1 inh = -7; 697 NFkB inh = 19; UBC13 inh = -7; Apaf-1 inh = 3; SENP8 block = -12; Gli-Sufu antag = 1; Jurkat NFkB inh = -4

# Screening data as filed in PubChem BioAssay.
